# Lipid storage S3: qHTS Assay for Lipid Storage Modulators in Drosophila S3 Cells; actives 0.64% (n = 320,000); AID 2685; lipid storage change, negative = inhibition, % at the top dose, mostly 46.1 µM; hits show Potency in µM; Drosophila S3 cells, BODIPY lipid droplet fluorescence, 18-24 h; cells fed with added oleic acid; active = well fitted inhibition curve with a large enough effect in the signal ratio, with a control signal flat, not every such curve was filed as active; inconclusive = small, poorly fitted or top-dose-only effect, or effect the other way, or a change in a side signal; the % refers to the signal ratio
#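 Drosophila S3 cells loaded with oleic acid (400 uM, as added) and compounds at several concentrations; lipid droplets imaged by 488-nm laser-scanning cytometry, 500–530 nm intensity and object ratio to cell channel. Percent activity normalized to 20 uM Triacsin C.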
# Lipid storage S3 cell count max: also measured in Lipid storage S3; calls as there; cell number change, %; measured here: cell count max response;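 cells counted by Cell Tracker Red CMTPX staining in the red channel; peak over a dose series mostly up to 46.1 µM; percent activity relative to internal control wells on each plate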
# Numbers without * were called inactive; i = inactive; ? = inconclusive; · = no result given; & = joins results of further samples. % is set by controls: 0 for no effect and ±100 for the full control effect; potency is the fitted concentration of half-maximal effect. A portion of the library (hit frequency here may not be typical).
canonical_smiles | Lipid storage S3 | Lipid storage S3 cell count max
CC1CCCC(NC(=O)CN2C(=O)c3cccnc3Oc3ccc(Cl)cc32)C1C (centres undefined) | ? | ·
COc1ccc(-n2cnc3sc(-c4ccccc4)cc3c2=O)cc1 | -11% | -14
CCC1=NN(C(=O)CCc2ccccc2O)C(O)(C(F)(F)F)C1 (centres undefined) | 15% | -7
Cc1cc(C)c2c(N)c(C(=O)NC3CC3)sc2n1 | -20% | 15
O=C(NCC1CCOCC1)c1ccc2nc(Cc3cccc(Cl)c3)oc2c1 | ? | ·
COc1cccc(-n2c(SCC(=O)NC3CCCCC3)nc3n[nH]c(C)c3c2=N)c1 | i | -17
CCCOC(=O)c1ccc(NC(=O)c2cn(CC)c3nc(C)ccc3c2=O)cc1 | ? | ·
CCN1CCc2c(sc(N)c2C(N)=O)C1 | -16% | -3
Cc1ccc(C(c2nnnn2Cc2cccs2)N2CCN(C(=O)c3ccco3)CC2)cc1 (centres undefined) | i | ·
Fc1ccccc1CNc1ccc(Cl)c(Cl)c1 | ? | ·
COC(=O)c1[nH]c2ccc(C)cc2c1NC(=O)CN1CCC(C)CC1 | ? | ·
O=C(COc1coc(CN2CCN(c3ccccc3)CC2)cc1=O)Nc1ccccc1 | ? | ·
CSCCC(NS(=O)(=O)c1ccccc1F)C(=O)NCCCn1nc(C)cc1C (centres undefined) | ? | ·
CC(=O)Nc1ccc(S(=O)(=O)NC2CC(=O)N(c3ccc(C)c(C)c3)C2)cc1 (centres undefined) | ? | ·
O=C1ON=C(c2ccccc2[N+](=O)[O-])/C1=C/c1cccc([N+](=O)[O-])c1O | ? | ·
Cc1cc(C2CC(=O)Nc3ccccc3S2)c(C)s1 (centres undefined) | ? | ·
COc1ccc(S(=O)(=O)N2CCC(C(=O)NC3CC(C)(C)NC(C)(C)C3)CC2)cc1 | ? | ·
COc1cc(NC(=O)CCC(=O)OCCCC(F)(F)C(F)(F)F)nc(OC)n1 | ? | ·
COc1ccc(/C=C2\SC(=S)N(CCCC(=O)Nc3ccccc3C(=O)O)C2=O)cc1OC | ? | ·
Cc1ccc(CSC2=NCCN2S(=O)(=O)c2ccccc2)cc1 | ? | ·
COc1ccc(NC(=O)CSc2nnc(-c3ccoc3C)n2CC2CCCO2)cc1 (centres undefined) | 2% | 0
NC(N)=N/N=C/c1c(Cl)cccc1Cl | 14%&10% | 3&-4
Cn1c(C(=O)N2CCN(c3ccc([N+](=O)[O-])cc3)CC2)cc2c(=O)[nH]c3ccccc3c21 | ? | ·
COc1cc2[nH]c(C(=O)N3CC(C)OC(C)C3)cc2c(OC)c1OC (centres undefined) | 4% | 9
CCOC(=O)C1CCCN(C(=O)c2cc(S(=O)(=O)Nc3ccccc3OC)ccc2C)C1 (centres undefined) | 8% | 12
Cc1cc(-c2nc(C)c(C(=O)NNS(=O)(=O)c3ccc(Cl)cc3Cl)s2)no1 | ? | ·
CSCCC(=O)N1CCN(CC(=O)N2CCCC2)CC1 | 5% | 2
COc1cc(/C=C/C(=O)OCC(=O)Nc2cc(S(=O)(=O)N3CCCCC3)ccc2C)ccc1O | ? | ·
Cc1ccc(C)n1-n1c(C)nc2sc3c(c2c1=O)CCCCC3 | ? | ·
O=C(Nc1nc(-c2ccc3c(c2)OCO3)cs1)c1ccncc1 | ? | ·
CCCc1cc(=O)oc2cc(C)cc(OCC(=O)NCCCn3ccnc3)c12 | -24% | 1
Cc1onc(-c2ccccc2)c1C(=O)Nc1cc(C(F)(F)F)ccc1N1CCOCC1 | -19% | ·
COc1ccc2c(c1)-c1nc(/N=C/c3ccccc3O)sc1CC2 | ? | ·
COCCn1c(CN2CC(C)CC(C)C2)nc2c1c(=O)n(C)c(=O)n2C (centres undefined) | 2% | ·
O=C(NN1C(=O)NC2(CCCCC2)C1=O)c1ccc(Cl)s1 | ? | ·
COc1ccc(S(=O)(=O)N2CCc3ccccc32)cc1C(=O)OCc1nnc(-c2ccccc2)o1 | ? | ·
CC(=O)Nc1ccc(C#Cc2ccc(NC(C)=O)cc2)cc1 | ? | ·
Cc1n[nH]c(=O)c2c(NC(=O)CSc3ccccc3F)oc(C)c12 | ? | ·
Cc1cc(C)nc(SCc2cc(=O)c(OC(=O)c3ccc(S(=O)(=O)N4CCCC4)cc3)co2)n1 | ? | ·
CCOc1ccccc1NC(=O)c1cc2ccccc2oc1=O | 8% | -26
O=C(c1ccc(N2CCCCC2)c([N+](=O)[O-])c1)N(c1ccccn1)c1ccccn1 | -2% | 7
CCOc1ccc(CC(=O)N2N=C(C)CC2(O)C(F)(F)F)cc1 (centres undefined) | ? | ·
COCCn1c(COc2ccc(C)cc2)nc2ccccc21 | -3% | -6
Cc1cc2n(c(=O)c1C#N)CCCN2c1ccccc1 | 0% | -10
C/C=C(/C)C(=O)OC1Cc2c(ccc3ccc(=O)oc23)OC1(C)C (centres undefined) | ? | ·
O=C(O)c1ccccc1CSc1nc2ccccc2[nH]1 | ? | ·
CCN(CC)CCNc1ccc(CO)c2sc3ccccc3c(=O)c12 | 1% | 5
CCOC(=O)C1C(c2cccc(F)c2)NC(=S)NC1(O)C(F)(F)F (centres undefined) | ? | ·
CCOC(=O)Cn1cc(-c2ccccc2)nn1 | ? | ·
CCOC(=O)c1ccc(NC(=O)CNS(=O)(=O)c2ccccc2)cc1 | ? | ·

# Molecules from the list above that have a furan ring, fused or not (three):
canonical_smiles | Lipid storage S3 | Lipid storage S3 cell count max
Cc1ccc(C(c2nnnn2Cc2cccs2)N2CCN(C(=O)c3ccco3)CC2)cc1 (centres undefined) | i | ·
COc1ccc(NC(=O)CSc2nnc(-c3ccoc3C)n2CC2CCCO2)cc1 (centres undefined) | 2% | 0
Cc1n[nH]c(=O)c2c(NC(=O)CSc3ccccc3F)oc(C)c12 | ? | ·

# New compounds follow.
canonical_smiles | Lipid storage S3 | Lipid storage S3 cell count max
COc1ccc(CCNC(=O)CSc2nc(=O)n3cc(C)ccc3n2)cc1OC | 23% | ·
N#Cc1ccc(S(=O)(=O)N2CCN(c3ncccn3)CC2)cc1 | ? | ·
Cc1ccccc1NC(=O)CC(=O)Nc1ccccc1C | ? | ·
Cc1ccc(C)c(N2CCN(CCCNC(=O)Cn3c(=O)c4cccn4c4cccnc43)CC2)c1 | ? | ·
CCc1ccn2cc(-c3ccc4c(c3)OCO4)nc2c1 | -6% | 5
COc1cc(C(=O)Oc2ccc(/C=N/NC(=O)c3ccncc3)cc2)cc(OC)c1OC | ? | ·
CCCCn1c(=O)[nH]c(=O)c2c1nc(-c1ccc(OC)c(Br)c1)n2CC(C)C | 0.33µM* | 9.7*
O=C(Cn1nnc(-c2ccncc2)n1)N(C1CCCCC1)C1CCCCC1 | i | 22
O=C(NCc1ccncc1)c1ccc2nc(Cc3ccccc3F)oc2c1 | ? | ·
CCN(CC)c1ccc(/C=N/N2C(=O)c3ccccc3C2=O)c(O)c1 | 15% | -12

# Further compounds.
# Every second line gives: Lipid storage S3	Lipid storage S3 cell count max
CC1CCN(C(c2nnnn2CCc2ccccc2)C(C)C)CC1 (centres undefined)
    25%	13
NNC(=S)Nc1cccc(Cl)c1
    ?	·
CCCC(=O)Nc1sc(C)c(-c2ccc(OC)cc2)c1C#N
    4%	-22
Cc1ccccc1OCCC(=O)OCC(=O)NCCc1ccc(S(N)(=O)=O)cc1
    ?	·
Cc1noc(C)c1COc1ccccc1C(=O)N1CCN(S(=O)(=O)c2ccccc2F)CC1
    ?	·
Cc1ccnc(N/C=C(/NC(=O)c2ccccc2)C(=O)N/N=C\c2ccc(F)cc2)n1
    ?	·
COc1ccc(F)cc1S(=O)(=O)NCC(c1ccco1)N1CCc2ccccc2C1 (centres undefined)
    ?	·
O=C(CSc1nnc(C2CC2)n1-c1ccccc1)N1CCNC1=O
    ?	·
O=C(COc1ccc(Br)cc1)N1CCN(c2ncccn2)CC1
    ?	·
CCOC(=O)c1c(C)n(C)c2ccc(OC(=O)c3ccc([N+](=O)[O-])cc3)cc12
    1%	-2
Cn1c(=O)[nH]c(=O)c2c1nc(N1CCN(Cc3ccccc3)CC1)n2CCSc1ncccn1
    ?	·
Cc1cccn2c(=O)c(/C=C(\C#N)S(=O)(=O)c3ccc(Cl)cc3)c(N3CCC(C(N)=O)CC3)nc12
    ?	·
COc1cccc(CCNS(=O)(=O)CCNC(=O)c2cccc(OC)c2)c1
    ?	·
Cc1oc2nc(SCC(=O)Nc3ccc(S(N)(=O)=O)cc3)nc(NC(=O)c3ccccc3)c2c1C
    ?	·
CC(C)=CCC/C(C)=C/C=N/NC(=O)c1ccccc1[N+](=O)[O-]
    ?	·
COc1cc2oc3ccccc3c2cc1N(CC(=O)N(C)C)S(=O)(=O)c1ccccc1
    ?	·
COc1ccc(/C(N)=N/OC(=O)c2cccc([N+](=O)[O-])c2C)cc1OC
    ?	·
CCCCCCOC(=O)c1ccc(NC(=O)c2cc(OC)c(OC)c(OC)c2Br)cc1
    i	-2
Cc1ccc(S(=O)(=O)NC2CCCCC2)cc1C(=O)N1CCC(C(N)=O)CC1
    ?	·
CSc1nc(N)n2nc(C(C)(C)C)cc2n1
    1%	25
COc1cc(OC)c(C2NC(=O)CCC2[N+](=O)[O-])cc1OC (centres undefined)
    ?	·
COc1ccc(NC(=O)CSc2nnc(CNC(=O)c3cccs3)o2)c(OC)c1
    7%	7
CCC(=O)Nc1cccc(C2=NOC3(C2)C[C@@H](C(N)=O)N(C(=O)c2cc([N+](=O)[O-])cc([N+](=O)[O-])c2C)C3)c1 (some centres undefined)
    -5%	-25
C=CCn1c(SCC(=O)Nc2sccc2C(N)=O)nc2ccc(Cl)cc2c1=O
    ?	·
CCN(CC)C(=O)COC(=O)c1cc(-c2ccco2)nc2ccccc12
    i	·
Cc1ccc(C(=O)N2CCC3(CC2)Oc2ccc(Cl)cc2C(=O)C32CC(c3cccnc3)=NO2)s1 (centres undefined)
    -17%	-11
CCCCOc1ccc(S(=O)(=O)NNC(=O)c2cc3ccccc3o2)cc1
    ?	·
COc1ccc(CNC(=O)c2ccc(N3CCOCC3)c([N+](=O)[O-])c2)cc1
    ?	·
COc1ccccc1NS(=O)(=O)c1cccc(C(=O)NCc2ccccn2)c1
    ?	·
COc1cc(C2Nc3cccc4cccc(c34)N2)ccc1O
    24%	·
COc1ccccc1N1CCN(C(=O)c2ccc(CS(=O)(=O)c3ccccc3OC)o2)CC1
    ?	·
CCOC(=O)c1c(/N=C/c2cccc([N+](=O)[O-])c2O)sc2c1CCC2
    12%	0
COc1ccc(-n2cccc2/C=C2\C(=N)N3N=C(c4ccco4)SC3=NC2=O)cc1
    -14%	-5
COc1ccc2c(=O)c(N3C(=O)c4ccccc4C3=O)coc2c1
    ?	·
COc1ccccc1NC(=O)c1cc(Cl)nnc1Cl
    ?	·
N#CCCN(C(=O)c1cc2c(s1)-c1ccccc1S(=O)(=O)C2)c1ccccc1
    i	-3
CN(C)CCNC(=O)Cc1c(C(=O)O)n(C)c2ccccc12
    0%	6
O=C(CSc1ccc2nnc(-c3cccc(F)c3)n2n1)N1CCCc2ccccc21
    6%	-6
Nc1ccc(C(=O)n2c3ccccc3c3ccccc32)cc1
    ?	·
COc1ccccc1CNC(=O)c1ccc(NS(C)(=O)=O)cc1
    ?	·
C/C(=N/NC(=O)CNS(=O)(=O)c1ccccc1)c1ccc(Br)cc1
    5%	1
O=S(=O)(/N=C(/Nc1ccc(F)cc1F)c1ccccc1)c1ccccc1
    ?	·
Cc1cc(S(=O)(=O)N2CCN(c3ncccn3)CC2)ccc1-n1cnnn1
    6%	-2
CCCCN(CC)CCCNC(=O)c1cc2c(=O)[nH]c3ccccc3c2s1
    -1%	-7
COc1ccc(NS(=O)(=O)c2ccc(NC(=O)c3ccc(Br)cc3)cc2)nn1
    -15%	22
O=C(NCC1CCCO1)c1nc2c(nnn2Cc2ccccc2Cl)c(=O)[nH]1 (centres undefined)
    4%	14
Cc1cccc(-n2nnc(C(=O)NCc3ccccn3)c2N)c1
    ?	·
N#C/C(=N\Nc1cccc(F)c1)C(=N)N1CCCCCC1
    ?	·
Cc1nn(-c2cc(C(F)(F)F)ccc2Cl)c2nc(C(Cl)(Cl)Cl)[nH]c(=O)c12
    ?	·
CCOc1cc(N2CCOCC2)c(OCC)cc1NC(=O)Cc1ccccc1OC
    ?	·
COc1ccc(C2C(=O)c3ccccc3C2=O)cc1OC
    ?	·
CCOCCCNC(=O)CN1CCN(Cc2ccc(Cl)cc2)C1=O
    -6%	15
O=C(COc1ccc(Cl)cc1)Nc1nc(-c2cccs2)cs1
    2%	2
Cc1ccccc1NC(=O)CSc1nnc(-c2ccco2)n1N
    ?	·
CCCCn1c(-c2cccs2)nc2oc3ccccc3c(=O)c2c1=O
    1%	18
Cc1ccc(C)c(OCC(=O)OCC(=O)Nc2c(C)nn(-c3ccccc3)c2C)c1
    ?	·
CN(C)Cc1c(C(=O)N/N=C/c2ccncc2)nnn1-c1nonc1N
    3%	21
CCCCN(C(=O)c1sc2nc3n(c(=O)c2c1C)CCC3)c1c(N)n(CC(C)C)c(=O)[nH]c1=O
    0%	-2
COc1ccc2sc(-c3ccc(N(C)C)cc3)c(C#CC(C)(C)O)c2c1
    ?	·
CC(C)(C)C(=O)Nc1nnc(SCC(=O)NC2CC2)s1
    ?	·

# Five entries already listed, sorted by length of the SMILES, descending.
# Every second line gives: Lipid storage S3	Lipid storage S3 cell count max
COc1ccccc1N1CCN(C(=O)c2ccc(CS(=O)(=O)c3ccccc3OC)o2)CC1
    ?	·
N#CCCN(C(=O)c1cc2c(s1)-c1ccccc1S(=O)(=O)C2)c1ccccc1
    i	-3
O=C(CSc1ccc2nnc(-c3cccc(F)c3)n2n1)N1CCCc2ccccc21
    6%	-6
CCOc1cc(N2CCOCC2)c(OCC)cc1NC(=O)Cc1ccccc1OC
    ?	·
CC(C)(C)C(=O)Nc1nnc(SCC(=O)NC2CC2)s1
    ?	·
